IMP-1 inhibitor: inhibitors of Pseudomonas aeruginosa IMP-1 metallo-beta-lactamase | purified IMP-1, nitrocefin hydrolysis, epi-absorbance fluorescence | inhibition, % at 5.6 µM | 0.45% of 290,000 active | AID 1556;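 active means inhibition above the mean plus 3 SD of all compounds in the same screening run, cut at about 4.5% in these data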;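 further: 0% = IMP-1 with DMSO and 100% = DMSO wells lacking enzyme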
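System: purified IMP-1 / Input: IMP-1 dispensed at 0.2 nM / Medium: 50 mM HEPES pH 7.1, 50 µM ZnSO4, 0.05% Brij 35 / Timing: 15 min enzyme–compound preincubation, then 25 min nitrocefin reaction, 25 °C / Technique: plate fluorescence quenching by hydrolysis product, ex 480/em 530 nm / Repeats: singlicate testing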
MEKK2 mut-MEK5: signal of MEK5 binding to mutant human MEKK2 PB1 domain | bead flow cytometry, Alexa488-MEK5 binding to MEKK2 mutant | percent response, % at 10 µM | 0.35% of 290,000 active | AID 1530; in the data active means percent response above about 24%, passing the limit was not always enough; further: inactives centre near 1; some results filed as inactive read as strong as hits
MEKK2 WT-MEK5: raises or lowers MEK5 binding to wildtype human MEKK2 PB1 domain; Q9Y2U5; bead flow cytometry, Alexa488-MEK5 binding to MEKK2 WT; actives lie on both sides; binding response (% of control), % at 10 µM; 1.1% of 290,000 active; AID 1531; in the data active means binding response below about 67% or above about 130%
FID counter: fluorescent intercalator displacement, NS3 helicase counter-screen; DNA fluorescent intercalator displacement, fluorescence; inhibition, % at 7.9 µM; 0.17% of 290,000 active; AID 1845; in the data active means inhibition above about 37%;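 further: 0% = vehicle and 100% = reference compound; higher means more ethidium bromide displaced from hairpin DNA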
HCV NS3 hel inh: blocks Hepatitis C virus NS3 helicase unwinding. NS3 helicase DNA unwinding, Cy5 molecular beacon fluorescence. inhibition, % at 10.9 µM. 0.56% of 290,000 active. AID 1800;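 active means inhibition above the mean of all tested compounds plus 3 SD, set per campaign, cut at about 35% in these data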;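 further: 0% = DMSO wells and 100% = thioflavine S control wells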
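Material: hepatitis C virus NS3 helicase domain fragment enzyme; measured by: Cy5 fluorescence, 0 and 60 min reads; control set: DMSO and thioflavine S; incubation: 60 min unwinding reaction at 25 °C after ATP addition; read-out basis: % inhibition from 60/0 min fluorescence ratio, DMSO 0%, thioflavine S 100%; repeats: singlicate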
PfM18AAP inh: blocks P. falciparum M18 aspartyl aminopeptidase. recombinant PfM18AAP, H-Glu-NHMec fluorogenic cleavage. inhibition, % at 7.35 µM. 1.2% of 290,000 active;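 active means inhibition above the campaign mean inhibition over all tested compounds plus 3 SD, cut at about 28% in these data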;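 further: 0% = plate median of test compound wells and 100% = 2 mM ZnCl2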
UBC9 SUMO inh: SUMOylation inhibition | HTRF SUMOylation assay, SAE1/SAE2 + UBC9, in vitro | inhibition, % at 35 µM | 0.36% of 290,000 active; in the data active means inhibition above about 50%, passing the limit was not always enough; further: strong numbers were not always called active
Target sequence (P63279 whole entry, looked up): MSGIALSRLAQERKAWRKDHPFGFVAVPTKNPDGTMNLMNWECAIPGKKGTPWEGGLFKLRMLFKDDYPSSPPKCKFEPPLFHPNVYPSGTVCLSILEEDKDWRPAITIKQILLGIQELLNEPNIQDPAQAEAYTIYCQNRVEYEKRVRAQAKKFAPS
NALP1 inh: NALP1 inhibition | inhibition, % at 10 µM | 0.61% of 280,000 active | S. cerevisiae NALP1/ASC/caspase-1 growth, X-gal OD620, 72 h; in the data active means inhibition mostly above about 24%, no sharp cut-off; inactive means mostly below about 32%; further: some compounds called inactive have numbers as strong as hits
VIM-2 inh: inhibitors of Pseudomonas aeruginosa VIM-2 metallo-beta-lactamase | inhibition, % at 5.6 µM | 0.89% of 290,000 active | purified VIM-2, nitrocefin hydrolysis, epi-absorbance fluorescence | AID 1527;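 active means inhibition above the mean of all tested compounds plus 3 SD, cutoff set per screening run, cut at about 7.5% in these data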;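 further: red hydrolysis product quenches plate fluorescence so inhibitors raise well fluorescence; 0% = enzyme with DMSO and 100% = DMSO without enzyme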
An asterisk follows results filed as active; / = no result given.

SMILES | IMP-1 inhibitor | MEKK2 mut-MEK5 | MEKK2 WT-MEK5 | FID counter | HCV NS3 hel inh | PfM18AAP inh | UBC9 SUMO inh | NALP1 inh | VIM-2 inh
Cc1cc(=O)n2[nH]c(N)c(N=Nc3ccccc3F)c2n1 | -7.8 | -1 | 102 | -3 | 3 | 17 | 62 | 16 | -0.4
COC(=O)c1ccc(Cn2nnc3c(=O)[nH]c(C4CCCN(S(=O)(=O)c5cccc(Cl)c5)C4)nc32)cc1 (centres undefined) | -1.0 | 1 | 96 | -19 | 38* | 3 | 7 | -9 | -1.3
CC(C)CC(=O)N1CCN(S(=O)(=O)c2ccc(Cl)cc2)CC1 | -2.4 | -10 | 92 | -16 | 12 | 1 | -5 | 11 | -3.2
CCOC(=O)C(NC(=O)c1ccccc1)=C(C)C | -5.0 | 3 | 101 | -2 | 5 | -2 | 18 | 9 | -4.2
CCN(CC)C(=O)CN1C(=O)NC2(CCc3ccccc3C2)C1=O (centres undefined) | -0.6 | -8 | 85 | 0 | -5 | -5 | 10 | -9 | -3.1
CCCn1c2ccc(C)cc2c2nnc(SCCN3CCOCC3)nc21 | -1.1 | 1 | 102 | -18 | -13 | 17 | -6 | 14 | 17*
c1ccc(-c2cc(-c3ccccc3)on2)cc1 | -1.2 | 27 | 129 | -2 | 0 | -6 | 2 | 6 | -2.0
CN(C)C(=O)CSc1nc2ccccc2n1Cc1ccccc1 | -1.3 | -2 | 99 | -13 | -5 | 16 | 7 | 19 | -2.1
Cn1c(NC(=O)C[n+]2cc(-c3ccccc3)n3c2CCC3)cc(=O)n(C)c1=O | -5.8 | 7 | 97 | 7 | 14 | 2 | 11 | 13 | -1.7
COc1cc(CNCc2ccncc2)cc(OC)c1OC | 6.1* | 0 | 101 | 12 | 3 | 3 | -2 | 15 | 1.4
Cn1nccc1C(=O)OCC(=O)Nc1nc(-c2ccccc2)cs1 | -2.1 | -6 | 89 | -8 | -8 | 1 | 0 | -2 | 0.0
COc1cc(NC(=O)c2ccccc2F)ccc1NC(=O)c1ccccc1Cl | -0.3 | -3 | 96 | -8 | -13 | -8 | 31 | 0 | -0.1
Cc1ccccc1-c1ccc(/C=C2/SC(N3CCOCC3)=NC2=O)o1 | 0.0 | 8 | 92 | -10 | -1 | -8 | 13 | 4 | 0.7
O=C(c1ccncc1)N1CCN(C2CCCCC2)CC1 | -0.3 | 0 | 99 | -2 | -7 | -14 | 2 | -8 | -2.7
O=C(Nc1ccc2oc(=O)ccc2c1)c1cccnc1Cl | -1.0 | 12 | 108 | 0 | 8 | 0 | 30 | 0 | -0.9
CC(C)(C)c1csc(NC(=O)c2cccs2)n1 | 1.0 | 4 | 107 | -7 | 6 | 8 | 0 | 36 | -1.1
CCOC(=O)/C=C1\CC(=O)Nc2nonc2N1 | -1.1 | -4 | 99 | -3 | -4 | 1 | 14 | -5 | -0.7
O=C1C2CC=CCC2C(=O)N1c1n[nH]c(Cc2ccccc2)n1 (centres undefined) | -2.8 | -2 | 91 | 0 | -3 | 1 | 18 | 6 | -1.6
Cn1cccc1C(C#N)c1ncc(C(F)(F)F)cc1Cl (centres undefined) | -0.2 | -1 | 97 | -9 | 11 | -7 | 12 | -80 | -0.3
O=C(Nc1ccc(N2CCOCC2)nc1N1CCOCC1)c1cccc(C(F)(F)F)c1 | 0.5 | -43 | 63 | -10 | 17 | 7 | 6 | 34 | 0.8
CCOC(=O)c1[nH]c2ccc(OCC)cc2c1NC(=O)CN1CCCC(C)C1 (centres undefined) | -1.6 | -5 | 105 | -17 | -5 | 10 | 7 | 5 | -1.2
COc1ccc(-c2nnn(CC(=O)N(Cc3ccccc3Cl)C(C(=O)NCC3CCCO3)c3ccco3)n2)cc1OC (centres undefined) | -1.2 | -7 | 88 | -25 | -13 | 6 | 4 | 38 | 1.0
COc1ccc(Cc2nc(-c3ccc(NC(=O)c4cccnc4)cc3)no2)cc1 | -3.2 | 4 | 112 | -3 | -11 | 2 | -5 | 10 | -1.1
COc1ccc(-n2cnc3c(sc4nc(N5CCOCC5)c5c(c43)CCCC5)c2=O)cc1 | -3.2 | 2 | 96 | -2 | 0 | -18 | 12 | 22 | -0.9
CC1(C)Cc2ccccc2C(NNC(=O)c2ccccn2)=N1 | -4.7 | -3 | 98 | -6 | 1 | 8 | 3 | 35 | -6.0

Next entries follow:
SMILES | IMP-1 inhibitor | MEKK2 mut-MEK5 | MEKK2 WT-MEK5 | FID counter | HCV NS3 hel inh | PfM18AAP inh | UBC9 SUMO inh | NALP1 inh | VIM-2 inh
O=C1CCCC2=C1C(c1ccc(Cl)cc1)C1C(=O)c3ccccc3C1=N2 (centres undefined) | -1.5 | 7 | 108 | 11 | -4 | 1 | 7 | -5 | -1.5
Cc1cc(C(=O)CSc2nnc(N)s2)c(C)n1Cc1cccs1 | -4.2 | 23 | 111 | -15 | 1 | 1 | 27 | 17 | -2.0
CCCCOC(=O)c1ccc(NC(C)=O)cc1 | -2.0 | -7 | 96 | -7 | 13 | 4 | -2 | 0 | -3.5
NS(=O)(=O)c1ccc(CNC(=O)c2scc3c2CCCC3)cc1 | -1.3 | -4 | 97 | -2 | -5 | -12 | 13 | 0 | 0.7
COc1ccc(CSCCNC(=S)Nc2ccccc2)cc1Cl | -2.8 | -3 | 106 | -7 | -6 | 9 | 2 | -8 | -4.1
CCOc1ccc(-c2n[nH]c(C)c2-c2ccccc2OC)c(O)c1 | -0.7 | -2 | 101 | -23 | -5 | -1 | -15 | -7 | -7.2
Cc1ccc(C)c(S(=O)(=O)N2CCN(C(=O)c3cc(S(=O)(=O)NCc4ccccc4)ccc3C)CC2)c1 | 1.1 | 1 | 100 | -50 | 8 | 8 | -10 | 13 | 1.7
Cc1noc2ncnc(N3CCCC3)c12 | -2.0 | -7 | 99 | 0 | -1 | 2 | -3 | -7 | -2.7
O=C1C(c2ccccc2)SC(=Nc2ccccc2)N1S(=O)(=O)c1ccccc1 (centres undefined) | -2.8 | 1 | 101 | -3 | -2 | 5 | -7 | 13 | -1.8
CCOC(=O)c1ccc(NC(=O)NNS(=O)(=O)c2cc(OC)ccc2OC)cc1 | -6.1 | 1 | 99 | -20 | 8 | 15 | -4 | 12 | -3.4
O=c1cc(CN2CCN(S(=O)(=O)c3ccccc3)CC2)nc2sccn12 | 0.9 | -7 | 93 | -5 | 9 | -3 | 0 | 0 | -0.2
COC(=O)c1c(NC(=O)CC2SC(N)=NC2=O)sc(C)c1C (centres undefined) | -3.8 | -2 | 96 | -7 | 7 | -3 | 11 | 11 | 2.5
Cc1cc(C(=O)N/N=C/c2ccc(OC(=O)c3ccccc3Br)cc2)n[nH]1 | -3.7 | -7 | 101 | -1 | 5 | 6 | 9 | 2 | -2.2
O=C(NNC(=S)NCC1CCCO1)c1cc(Br)ccc1Cl (centres undefined) | -7.8 | 7 | 105 | -10 | -2 | 10 | -12 | 12 | -4.3
COc1ccc(CC(=O)n2[nH]c(=O)ccc2=O)cc1OC | -2.8 | -2 | 96 | -15 | 3 | 13 | 4 | 5 | -1.6
COc1cccc(OC)c1C(=O)NC(=S)NCc1cccnc1 | -0.3 | 4 | 104 | -11 | 9 | -16 | 12 | 10 | 0.8
CC(C)(CNC(=O)/C=C/c1ccc(F)cc1)CNC(=O)/C=C/c1ccc(F)cc1 | -3.1 | 13 | 103 | -18 | -11 | -7 | -14 | 28 | -0.1
COC(=O)c1ccc(COC(=O)CCC(=O)c2cccs2)cc1 | 1.8 | -3 | 91 | -10 | 23 | -8 | 1 | 13 | -0.9
S=c1[nH]nc(-c2ccccc2Br)n1Cc1ccccc1 | 1.4 | -4 | 92 | -26 | 11 | 31* | -8 | -14 | 4.1
O=C(NCc1ccc(Cl)cc1)C1CCN(C(=O)Cc2ccccc2)CC1 | -2.2 | 5 | 100 | -25 | 3 | -3 | 0 | 12 | 0.2
O=C(CC1N=C(Cc2ccccc2)NNC1=O)N/N=C/c1ccc([N+](=O)[O-])cc1 (centres undefined) | -2.7 | -5 | 96 | 0 | -6 | 4 | 16 | 5 | 0.8
O=C(Nc1ccc(Cl)c(Cl)c1)Nc1ccccc1O | -2.1 | 3 | 104 | 15 | 0 | 1 | 7 | 26 | -1.1
O=C(CBr)Nc1c2c(nn1-c1ccccc1)CSC2 | -3.1 | 3 | 102 | -1 | 6 | -14 | 14 | 22 | -3.0
O=C(C[n+]1ccc(/C=N/O)cc1)N(Cc1ccccc1)Cc1ccccc1 | -1.8 | -2 | 106 | 0 | -12 | 0 | -4 | 26 | -3.9
O=C(Nc1cccc(N2C(=O)C3C4C=CC(C4)C3C2=O)c1)c1cccs1 (centres undefined) | -3.3 | -6 | 91 | -6 | -1 | 4 | -2 | 12 | -2.1
Cc1csc(SCC(=O)c2c(N)n(C)c(=O)n(C)c2=O)n1 | -6.2 | / | / | -3 | 6 | -11 | -1 | 12 | -2.2
Cc1cc(C(=O)CSc2ccc(F)cc2)cc(C)c1O | -1.7 | 4 | 103 | -2 | -5 | -1 | -7 | 1 | -1.3
COc1ccccc1Cc1nnnn1CC(=O)O | -0.2 | 10 | 102 | 0 | -5 | -10 | 6 | 34 | -1.0

Another view of part of the listing above.
| smiles | IMP-1 inhibitor | MEKK2 mut-MEK5 | MEKK2 WT-MEK5 | FID counter | HCV NS3 hel inh | PfM18AAP inh | UBC9 SUMO inh | NALP1 inh | VIM-2 inh |
| --- | --- | --- | --- | --- | --- | --- | --- | --- | --- |
| Cc1cc(=O)n2[nH]c(N)c(N=Nc3ccccc3F)c2n1 | -7.8 | -1 | 102 | -3 | 3 | 17 | 62 | 16 | -0.4 |
| COC(=O)c1ccc(Cn2nnc3c(=O)[nH]c(C4CCCN(S(=O)(=O)c5cccc(Cl)c5)C4)nc32)cc1 (centres undefined) | -1.0 | 1 | 96 | -19 | 38* | 3 | 7 | -9 | -1.3 |
| CC(C)CC(=O)N1CCN(S(=O)(=O)c2ccc(Cl)cc2)CC1 | -2.4 | -10 | 92 | -16 | 12 | 1 | -5 | 11 | -3.2 |
| CCOC(=O)C(NC(=O)c1ccccc1)=C(C)C | -5.0 | 3 | 101 | -2 | 5 | -2 | 18 | 9 | -4.2 |
| CCN(CC)C(=O)CN1C(=O)NC2(CCc3ccccc3C2)C1=O (centres undefined) | -0.6 | -8 | 85 | 0 | -5 | -5 | 10 | -9 | -3.1 |
| CCCn1c2ccc(C)cc2c2nnc(SCCN3CCOCC3)nc21 | -1.1 | 1 | 102 | -18 | -13 | 17 | -6 | 14 | 17* |
| c1ccc(-c2cc(-c3ccccc3)on2)cc1 | -1.2 | 27 | 129 | -2 | 0 | -6 | 2 | 6 | -2.0 |
| CN(C)C(=O)CSc1nc2ccccc2n1Cc1ccccc1 | -1.3 | -2 | 99 | -13 | -5 | 16 | 7 | 19 | -2.1 |
| Cn1c(NC(=O)C[n+]2cc(-c3ccccc3)n3c2CCC3)cc(=O)n(C)c1=O | -5.8 | 7 | 97 | 7 | 14 | 2 | 11 | 13 | -1.7 |
| COc1cc(CNCc2ccncc2)cc(OC)c1OC | 6.1* | 0 | 101 | 12 | 3 | 3 | -2 | 15 | 1.4 |
| Cn1nccc1C(=O)OCC(=O)Nc1nc(-c2ccccc2)cs1 | -2.1 | -6 | 89 | -8 | -8 | 1 | 0 | -2 | 0.0 |

Assay outcomes as filed in PubChem BioAssay.
